# MmCpn inh = Inhibitors of TCP-1 ring complex (TRiC) of Methanococcus maripaludis (MmCpn): qHTS | Chaperonin Mm-Cpn (Methanococcus maripaludis) | purified Mm-Cpn ATPase, ADP Transcreener TR-FRET | Potency, µM (titrated, usually from 76.9 µM), for inactives: top-dose activity, negative = inhibition, hits mostly inhibitors | 0.031% of 330,000 active; also: potency is read from the fitted curve at half-maximal effect; % is scaled to controls: 0 for no effect and ±100 for the full control effect; nearly all actives have a fitted effect of over 80% in size
#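 Quantitative HTS used 25 nM Mm-CPN and 10 uM ATP in magnesium/KCl Tris buffer, pH 7.4, with 1 mM DTT. Hydrolysis ran 30 min at 37°C; ADP was read by HTRF.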
# Nrf2 block = Nrf2 qHTS screen for inhibitors. A549 ARE-Fluc reporter, luciferase luminescence, 18-24 h. Potency, µM (doses to about 46 µM), for the others: at the top dose activity change, negative = inhibition, hits mostly inhibitors. 2.1% of 360,000 active; also: potency is read from the fitted curve at half-maximal effect; % is scaled to controls: 0 for no effect and ±100 for the full control effect; nearly all actives have a fitted effect of over 60% in size
#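 Quantitative HTS in A549 cells stably bearing an antioxidant response element-firefly luciferase construct. Inhibition of Nrf2-driven transcription was scored by luminescence after 18-24 h of compound exposure at 37 °C.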
# pAkt inh = HTS Assay for Inhibitors of Akt Phophorylation: Primary Screen | Neuro2A IGF-stimulated pAkt S473 HTRF, 20 min; hits give low values | activity change, % for hits at 50 µM | 0.32% of 360,000 active; in the data active = activity change below about -80%; inconclusive = mostly about -51% to -80%; also: % is scaled to controls: 0 for no effect and ±100 for the full control effect
#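 Neuro2A cells in DMEM with 0.5% FBS, overnight at 37 deg C, given compound at single 50 µM final, then IGF (6 nM final) for 20 min at 37 deg C. Lysed; phospho-Akt Ser473 by HTRF after 24 h, 665/615 ratio.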
# A549 viability = Nrf2 qHTS screen for inhibitors: counterscreen for cytotoxicity. 0.16% of 390,000 active. Potency, µM (series often up to 46 µM), inactives show at the top dose activity change, negative = cytotoxicity, hits mostly inhibitors. A549 ARE-Fluc cells, CellTiter-Fluor viability, 18-24 h; also: potency is read from the fitted curve at half-maximal effect; % is scaled to controls: 0 for no effect and ±100 for the full control effect
#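 A549 ARE_Fluc cells in 5% FBS OPTI-MEM were exposed to compounds in concentration-response for 18-24 h at 37 deg C. Viability was read by CellTiter-Fluor fluorescence (Ex 405/Em 525) after 30 min, before the luciferase read.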
# ATXN viability = Viability Counterscreen for Primary qHTS for Inhibitors of ATXN expression. S2 cells (HEK-293 line with an ATXN2-luciferase reporter) viability, CellTiter-Fluor protease fluorescence, 24 h. 0.49% of 400,000 active. Potency, µM (titrated, usually from 56.7 µM), hits mostly cytotoxic; also: potency is read from the fitted curve at half-maximal effect; nearly all actives have a fitted effect of over 40% in size
# Nrf2 activator = qHTS of Nrf2 Activators | Potency, µM (highest dose often 46.1 µM), without a hit: at the highest dose activation, actives largely listed as activators | AREc32 ARE-luciferase reporter (MCF7-derived line), luminescence, 24 h | AID 624171, 2012 | 0.31% of 410,000 active; also: potency is read from the fitted curve at half-maximal effect; % of control where 0% means no effect; nearly all actives have a fitted effect of over 65% in size
#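 Nrf2 activation is followed as ARE-luciferase induction in the AREc32 line after one day of compound treatment; luminescence is read with Steady-Glo.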
# CCT chaperon mod = High-Throughput Screening for Modulators of Cytosolic Chaperonin Activity; AID 651819, 2012; 0.3% of 360,000 active; purified chaperonin ATPase assay, HTRF ADP detection, 30 min; activity change, % (test concentration not listed), hits read low; in the data active = activity change below about -30%; also: % is scaled to controls: 0 for no effect and ±100 for the full control effect
#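 We incubate TRiC, 40 or 20 nM final, with library compounds at 76 uM and 10 uM ATP for 30 min at 37 °C. ADP formed is detected with Transcreener HTRF reagents after 30 min at room temperature.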
# TGFb SMAD3 inh = qHTS for Inhibitors of TGF-b. HepG2 CAGA-GFP TGF-b/SMAD3 reporter, GFP fluorescence, 18 h; TGF-beta stimulated, 500 pg/mL final. Potency, µM (series often up to 46.1 µM), for the others: at the top dose activity, negative = inhibition, usual class: inhibitors. 1.2% of 410,000 active; also: potency is read from the fitted curve at half-maximal effect; % is scaled to controls: 0 for no effect and ±100 for the full control effect; nearly all actives have a fitted effect of over 65% in size
#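 TGF-beta reporter screen: HEPG2 CAGA-GFP, 1% FBS, 500 pg/mL TGF-beta final, 18 h; per-cell GFP summed per well; curves fitted and categorized by class.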
# HepG2 tox = qHTS for Inhibitors of TGF-b: Cytotox Counterscreen. HepG2 CAGA-GFP viability, ATP luminescence, 18 h. Potency, µM (titrated, usually from 46.1 µM), for the others: top-dose activity change, negative = cytotoxicity, actives largely listed as cytotoxic. 0.76% of 410,000 active. AID 588856, 2011; also: potency is read from the fitted curve at half-maximal effect; some results filed as inactive show a strong effect at the top dose
#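 CellTiter-Glo luminescence gave cytotoxicity after 18 hours at 37 degrees C. The cells were HepG2 CAGA-GFP in 1% FBS DMEM, stimulated with 500 pg/mL TGF-beta after compound addition. %Activity was normalised to no-cell wells (complete cell-killing) and DMSO (no toxicity), and curves were fitted and classified.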
# Active calls of the source: *; i = inactive; ? = inconclusive; / = not tested or not shown; [ ] = remark or other dose. Unless noted, calls follow the shape of the dose curve; as a rule, active = well fitted curve in the direction sought with a large enough effect; inconclusive = small, poorly fitted or top-dose-only effect, or another doubt; inactive = no such curve, though single readings can be large; an effect the other way counts as inactive or inconclusive.
SMILES,MmCpn inh,Nrf2 block,pAkt inh,A549 viability,ATXN viability,Nrf2 activator,CCT chaperon mod,TGFb SMAD3 inh,HepG2 tox
CCC(=NCCc1ccccc1)c1c(O)n(C)c(=O)n(C)c1=O,-1%,21µM*,i,2%,i,0.9%,1.0,?,-20%
N#C/C=C/C#N,0%,-4%,i,-1%,i,-0.6%,-1.5,0%,14%
CC1CN1P(=S)(c1ccccc1)N1CC1C (configuration not stated),/,12%,i,0%,i,-0.8%,-0.5,-1%,4%
CCOc1cc2c(cc1OCC)-n1cccc1C(c1ccc(OC)c(OC)c1)NC2 (configuration not stated),-4%,-13%,i,4%,?,3.7%,1.0,?,-46%
CC(C)(C)C(=O)O[C@H]1CC[C@@]2(C)C(=CC(=O)C3C2CC[C@]2(C)C(=O)CCC32)C1 (some centres not stated),2%,2%,i,1%,i,0.3%,-4.6,5%,7%
CCc1ccc(-n2nc(C)c3c2NC(=O)CSC3c2ccccc2C)cc1 (configuration not stated),/,?,/,2%,i,1.2%,/,?,-17%
Cc1ccc(CN2CCN(C)CC2)c(C)c1,1%,-11%,/,-2%,/,0.3%,2.8,28%,9%
CCCCN1C(=O)/C(=C/c2ccc(N(C)C)cc2)C(=O)N(Cc2ccco2)C1=O,-5%,9%,i,-1%,i,1.5%,1.6,44%[activator],-6%
Cc1cc(C)nc(/N=C(\N)c2c(O)[nH]c(=O)[nH]c2=O)n1,0%,-7%,/,-3%,/,-0.4%,-3.1,-9%,-17%
CCCCCCn1c(=O)c(C(=O)Nc2ncccc2O)c(O)c2ccccc21,0%,-8%,i,-13%,i,-0.5%,2.1,5%,-1%
Cc1ccc2c(c1)C1CN(C)CCC1N2C(=O)Nc1ccc(Cl)cc1 (configuration not stated),1%,7%,i,-22%,?,2.0%,1.9,-27%,-31%
C[C@]12CCC(=O)C=C1CC[C@@H]1[C@@H]2CC[C@@]2(C)[C@H]1CC[C@]2(C)O,1%,-20%,i,-7%,i,-1.2%,-2.1,29%,-11%
COc1ccccc1OCCCn1cc(C(=O)C2CC2)c2ccccc21,0%,-24%,i,-3%,i,2.9%,-1.9,-1%,-16%
CCC1(O)CCC2C3CCC4=CC(=O)CCC4C3CCC21CC (configuration not stated),/,?,i,-4%,i,2.6%,-0.9,0%,-24%
CCCCCn1c(=O)c(C(=O)Nc2cccc(C)n2)c(O)c2ccccc21,-1%,3%,i,0%,i,0.3%,-0.8,0%,-4%
CC(C)c1ccc(NC(=O)N2C[C@H]3C[C@@H](C2)c2cccc(=O)n2C3)cc1,-1%,3%,i,12%,i,0.1%,0.8,22%,-3%
O=C(CN1CCOCC1)NCC(=O)Nc1ccc(Br)cc1C(=O)c1ccccc1,2%,6%,i,-2%,i,0.2%,-0.5,4%,0%
CCOc1ccc(-n2c(O)c(C=Nc3ccc(N(CC)CC)cc3)c(=O)[nH]c2=O)cc1,-1%,?,i,8%,i,3.3%,-1.2,0%,-28%
COc1ccc(CNCCc2ccc3c(c2)OCO3)c(OC)c1OC,-3%,1%,i,0%,i,0.2%,0.0,5%,-23%
COC(=O)C1=C(c2ccc(F)cc2OCc2ccccc2)C[C@@H]2CC[C@H]1N2C(=O)NCCOc1ccccc1Cl,2%,?,i,?,i,-0.7%,-0.3,?,-9%
O=S(=O)(c1ccc(Cl)cc1)N1CCCCC1c1cccnc1 (configuration not stated),1%,-15%,i,0%,i,0.1%,-4.4,0%,-10%
CC[C@H]1C2C[C@H]3[C@@H]4N(C)c5ccccc5C45C[C@H](C2[C@H]5O)N3[C@@H]1O (some centres not stated),0%,?,i,0%,i,-0.9%,-0.3,21%,0%
Clc1ccc2c(c1)C(c1ccccc1Cl)=NCc1nnc(Br)n1-2,0%,?,i,12%,i,5.3%,-2.4,2%,-18%
CC(=O)NC(Cc1ccc(N(CCCl)CCCl)cc1)C(=O)NC(C(=O)O)C(C)C (configuration not stated),-1%,-4%,i,0%,i,-0.2%,-2.2,-18%,-3%
N#Cc1ccc(NC(=O)CN2C(=O)NC3(CCCC3)C2=O)cc1Cl,-9%,-3%,i,-6%,i,-0.1%,-2.0,-15%,-7%
CC(C)CC1C(C#N)=C(N)Oc2c1c(=O)oc1ccccc21 (configuration not stated),-1%,22%,i,0%,i,-0.4%,1.1,-13%,2%
CN1CCN(Cc2c(F)cccc2Cl)CC1,0%,13%,i,1%,i,-0.7%,0.9,0%,5%
Cc1cccnc1-n1c(C)nc2ccccc2c1=O,/,-11%,/,-3%,i,0.5%,-4.0,-36%,4%
CCC1(C)OC(c2ccccc2)=C/C(=C/C=C2C(=O)NC(=O)NC2=O)O1 (configuration not stated),0%,?,i,-17%,/,14%,-1.4,31%[activator],-5%
CCC(=O)Nc1cc(C(=O)N2CCC3(CC2)OCCO3)ccc1S(=O)(=O)c1ccc(C)cc1,1%,12%,i,0%,i,-0.9%,-2.7,8%,-14%
Cc1cc(/C=C2\C(=O)NC(=O)N(c3ccc(F)cc3)C2=O)c(C)n1-c1cccc(C(=O)O)c1,-1%,23%,i,-5%,i,2.2%,-2.5,-5%,-8%
CN1C(=O)C(=Cc2sc(=O)n(-c3ccccc3)c2N(C)C)C(=O)N(C)C1=O,0%,-16%,i,?,?,15%,-1.2,5%,-2%
N#Cc1ccc(NC(=O)CN2CCCC2)cc1Cl,-1%,4%,i,10%,i,2.3%,-6.4,-21%,-9%
CCOC(=O)c1ccc(NC(=O)c2c(O)[nH]c(=O)[nH]c2=O)cc1,-3%,1%,i,-2%,i,-1.0%,0.2,-11%,1%
CCC1CO/C(=C(\C(Cl)=C(Cl)Cl)[N+](=O)[O-])N1Cc1ccc(Cl)nc1 (configuration not stated),-2%,-8%,i,-2%,i,-0.7%,-0.3,10%,9%
Fc1ccccc1N1CCN(Cc2c(F)cccc2F)CC1,0%,/,i,-1%,i,0.1%,-2.6,4%,5%
Cc1ccc(-n2c(O)c(C=N)c(=O)n(-c3ccc(C)cc3)c2=O)cc1,-1%,?,i,-12%,?,0.2%,-1.0,7%,-11%
c1ccc2sc(N3CCNCC3)nc2c1,-2%,14%,i,4%,i,2.3%,-0.1,3%,5%
Cc1nccc2c1[nH]c1ccc(Br)cc12,0%,-7%,i,-3%,i,4.6%,-1.1,37%[activator],29%
CC1(C)C(C(=O)NN2C(=O)c3ccccc3C2=O)C1(C)C,-1%,5%,/,-2%,?,0.2%,0.4,-16%,-31%
CCCN(CCC)C1CCc2cccc(O)c2C1 (configuration not stated),/,4%,i,-8%,i,-0.8%,3.1,21%,-26%
O=C(O)c1ccccc1NC(=O)N1C[C@H]2C[C@@H](C1)c1cccc(=O)n1C2,0%,1%,i,5%,i,0.7%,-0.7,13%,0%
C/C(=N\NC(=O)c1ccncc1)c1c(O)n(Cc2ccccc2)c(=O)[nH]c1=O,-1%,-1%,i,-7%,i,-0.4%,-1.6,0%,1%
C=CCn1c(O)c(C(C)=NCCO)c(=O)[nH]c1=O,0%,/,i,19%,i,-0.8%,-1.2,?,-26%
COC(=O)C12CCc3cc(OC)ccc3C1=CC(=O)C2 (configuration not stated),/,/,i,/,i,2.5%,-2.8,-2%,-3%
Cn1cc(CCC(=O)N2CCC3(CC2)OCCO3)c2ccccc21,0%,-14%,i,1%,i,-0.3%,-3.5,0%,6%
CSCCC(c1nnnn1-c1c(C)cccc1C)N1CCC(n2c(=O)[nH]c3ccccc32)CC1 (configuration not stated),/,/,i,/,?,-0.9%,-2.8,-18%,-13%
O=c1[nH]oc2c1CCNC2,0%,4%,i,-2%,i,-0.8%,0.7,-26%,-23%

# Some of the entries so far, as labelled records:
COC(=O)C12CCc3cc(OC)ccc3C1=CC(=O)C2 (configuration not stated)
  MmCpn inh = /
  Nrf2 block = /
  pAkt inh = i
  A549 viability = /
  ATXN viability = i
  Nrf2 activator = 2.5%
  CCT chaperon mod = -2.8
  TGFb SMAD3 inh = -2%
  HepG2 tox = -3%
Cn1cc(CCC(=O)N2CCC3(CC2)OCCO3)c2ccccc21
  MmCpn inh = 0%
  Nrf2 block = -14%
  pAkt inh = i
  A549 viability = 1%
  ATXN viability = i
  Nrf2 activator = -0.3%
  CCT chaperon mod = -3.5
  TGFb SMAD3 inh = 0%
  HepG2 tox = 6%
CSCCC(c1nnnn1-c1c(C)cccc1C)N1CCC(n2c(=O)[nH]c3ccccc32)CC1 (configuration not stated)
  MmCpn inh = /
  Nrf2 block = /
  pAkt inh = i
  A549 viability = /
  ATXN viability = ?
  Nrf2 activator = -0.9%
  CCT chaperon mod = -2.8
  TGFb SMAD3 inh = -18%
  HepG2 tox = -13%

# The list continues:
SMILES,MmCpn inh,Nrf2 block,pAkt inh,A549 viability,ATXN viability,Nrf2 activator,CCT chaperon mod,TGFb SMAD3 inh,HepG2 tox
COc1cc(C)c(C(=O)CC(=O)c2c(C)cc(OC)cc2C)c(C)c1,/,?,i,1%,i,2.3%,-2.3,6%,-63%
COc1ccc2[nH]c(C)c(CCNCc3cc(OC)c4c(c3)OCO4)c2c1,0%,-11%,i,-3%,i,6.9%,-1.0,?,-42%
COC(=O)C1=C(c2cccc(OCc3ccccc3)c2)C[C@@H]2CC[C@H]1N2C(=O)NCCOc1ccccc1,-2%,?,i,-14%,i,0.1%,1.5,?,10%
Oc1ccc(/C=N/NP(=S)(c2ccccc2)c2ccccc2)cc1O,-1%,8%,i,-6%,?,2.0%,0.4,?,-34%

# Already shown: entries from further up.
SMILES,MmCpn inh,Nrf2 block,pAkt inh,A549 viability,ATXN viability,Nrf2 activator,CCT chaperon mod,TGFb SMAD3 inh,HepG2 tox
CCC(=NCCc1ccccc1)c1c(O)n(C)c(=O)n(C)c1=O,-1%,21µM*,i,2%,i,0.9%,1.0,?,-20%
N#C/C=C/C#N,0%,-4%,i,-1%,i,-0.6%,-1.5,0%,14%

# Source: PubChem

# The list is partial, so the mix of outcomes need not match the whole.
